UGM FP inh: M. tuberculosis UGM enzyme inhibitors, primary screen, biochemical, fluorescence polarization, single point; 320,000 tested, 0.06% active; UDP-galactopyranose mutase (Mycobacterium tuberculosis (strain ATCC 25618 / H37Rv)), …; inhibition, % at 10 µM; purified UGM, fluorescence polarization probe displacement; AID 504406, 2011; in the data active means inhibition above about 10%, passing the limit was not always enough
Target sequence (P9WIQ1 whole entry, looked up): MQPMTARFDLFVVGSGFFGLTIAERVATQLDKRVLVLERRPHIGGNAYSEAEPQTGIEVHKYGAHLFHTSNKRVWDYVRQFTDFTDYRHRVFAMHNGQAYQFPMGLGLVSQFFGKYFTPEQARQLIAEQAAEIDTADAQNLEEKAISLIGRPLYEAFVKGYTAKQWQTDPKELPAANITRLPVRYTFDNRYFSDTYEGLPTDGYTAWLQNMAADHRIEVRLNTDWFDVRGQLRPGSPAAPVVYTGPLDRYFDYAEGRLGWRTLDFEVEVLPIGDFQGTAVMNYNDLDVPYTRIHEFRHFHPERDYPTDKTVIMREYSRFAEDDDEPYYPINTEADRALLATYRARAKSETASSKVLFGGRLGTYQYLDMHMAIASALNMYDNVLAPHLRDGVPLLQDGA
FadD28 binding: inhibitors of FadD28 bisubstrate probe binding, primary screen, biochemical, fluorescence polarization, single point | inhibition, % at 12.5 µM | 360,000 tested, 0.22% active; in the data active means inhibition above about 8.5%, passing the limit was not always enough
Yp Topo-I inh: Yersinia pestis topoisomerase I inhibitors, primary screen, biochemical, cleavage product accumulation, plate reader, single point; 360,000 tested, 0.064% active; Y. pestis Topo-I cleavage product accumulation; DNA topoisomerase I (Yersinia pestis CO92); activity, % at 10 µM; in the data active means activity above about 50%, passing the limit was not always enough; further: inactives centre near 2
GDH-TPI counter: GDH-TPI coupling enzyme inhibitors, primary screen, artefact control for M. tuberculosis FBA inhibitor project, biochemical, absorbance, full deck | GDH-TPI coupled enzyme counterscreen, NADH absorbance | inhibition, % at 4.8 µM | 360,000 tested, 1.2% active | AID 588335, 2011; in the data active means inhibition above about 30%;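 further: 0% = DMSO wells and 100% = wells lacking the enzyme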
TcdB inh: TcdB glycohydrolase inhibitors, primary screen, biochemical, single point, plate reader. inhibition, % at 9.99 µM. Toxin B (Clostridioides difficile), P18177. TcdB glycohydrolase enzymatic assay. 350,000 tested, 0.24% active; in the data active means inhibition above about 10%
FBA Mtb inh: Mtb FBA enzyme inhibitors, primary screen, biochemical, fluorescence, strain H37Rv; purified M. tuberculosis FBA, fluorescence read-out; inhibition, % at 1 µM; 360,000 tested, 2.3% active; AID 588726, 2011; in the data active means inhibition above about 27%;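 further: 0% = vehicle and 100% = reference inhibitor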
Target sequence (P9WQA3 whole entry, looked up): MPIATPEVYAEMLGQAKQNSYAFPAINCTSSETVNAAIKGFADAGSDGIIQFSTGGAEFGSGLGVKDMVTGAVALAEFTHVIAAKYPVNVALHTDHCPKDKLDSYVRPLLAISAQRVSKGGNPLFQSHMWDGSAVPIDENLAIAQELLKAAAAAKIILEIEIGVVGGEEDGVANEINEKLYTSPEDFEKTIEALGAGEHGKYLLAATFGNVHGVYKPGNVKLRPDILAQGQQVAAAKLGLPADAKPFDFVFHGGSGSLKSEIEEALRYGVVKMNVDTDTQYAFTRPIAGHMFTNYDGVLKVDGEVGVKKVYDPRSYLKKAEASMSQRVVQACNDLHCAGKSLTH
PfHsp40 rescue: rescue of yeast from PfHsp40 toxicity, primary screen, S. cerevisiae, ATP luminescence. S. cerevisiae expressing PfHsp40, growth rescue. growth rescue, % at 12.5 µM. 340,000 tested, 0.68% active. AID 504582, 2011; in the data active means growth rescue above about 28%, passing the limit was not always enough;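 further: yeast W303a lacking pdr1 and pdr3 grown in galactose medium; growth measured after three days at 30 °C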
BH1578 lux ind: inducers of Vibrio cholerae quorum light production without autoinducers, primary screen, BH1578 luxS cqsA deficient, single point; V. cholerae BH1578 lux reporter, luminescence, 6 h; activation, % at 18.7 µM; 350,000 tested, 0.16% active; AID 588436, 2011; in the data active means activation mostly above about 9.7%, no sharp cut-off; further: not every result past the cut was called active; inactives centre near 0; reference of the scale not given here
Mtb BioA inh: M. tuberculosis BioA enzyme inhibitors, primary screen, biochemical, plate reader, single point, HTS; inhibition, % at 9.99 µM; 360,000 tested, 0.096% active; purified M. tuberculosis BioA enzyme; AID 602481, 2012; in the data active means inhibition above about 40%
Numbers without * were called inactive; i = inactive; . = not tested or not shown; & = joins results of further samples. Not a hit list; any-hit rate near 4.6%.

SMILES	UGM FP inh	FadD28 binding	Yp Topo-I inh	GDH-TPI counter	TcdB inh	FBA Mtb inh	PfHsp40 rescue	BH1578 lux ind	Mtb BioA inh
Cc1cc(C(=O)CSc2nc3ccc(Cl)cc3[nH]2)c(C)n1Cc1ccco1	1.2	-1.6	2	5	1.2	4	0.3	i	-0.4
O=C(COc1cccc([N+](=O)[O-])c1)NN1C(=O)c2ccccc2C1=O	-0.8	0.3	4	-1	2.0	-1	0.0	i	1.2
CCC(=O)c1ccccc1OCCN1C(=O)NC(C)(C)C1=O	0.9	-3.1	9	1	0.6	0	-0.1	i	-0.4
O=C(CSc1nnc2ccc(-c3cccnc3)nn12)Nc1ccccc1	-2.0	-2.7	-6	-8	3.4	2	-0.8	-0.3	.
C[C@H](NC(=O)N1CCn2c1nc1ccccc12)C(=O)NCC1CCCO1 (stereo partly drawn)	-0.3	-1.3	-1	-6	0.7	-1	-0.8	-0.3	-0.1
Cc1cc(C)n(-c2ccc(Cl)c(C(=O)NCc3ccccc3)n2)n1	-2.8	-0.6	9	-1	1.6	2	-0.2	i	.
COc1cc(C(=O)NC2CCCC(C)C2C)ccc1OCC(=O)N1CCOCC1 (stereo not drawn)	2.3	-3.6	-6	-5	1.2	-1	-0.9	i	-0.5
O=Cc1cc(Cl)ccc1OCCN1CCC(Cc2ccccc2)CC1	-0.7	0.0	20	12	-0.2	3	0.6	0.0	3.9
Cc1cccc(NC(=O)c2ccc(S(=O)(=O)N3CCC(C)CC3)cc2)n1	1.1	-2.9	24	-3	0.3	-2	1.9	i	-0.7
Cc1ccc(S(=O)(=O)NC2(C(F)(F)F)NC(=O)N(Cc3ccccc3)C2=O)cc1 (stereo not drawn)	4.5	0.2	8	3	-0.1	3	-1.3	-0.7	-0.2
O=C1CCc2cc(S(=O)(=O)N3CCCC3C(=O)N3CCN(c4ccccc4)CC3)ccc2N1 (stereo not drawn)	-0.4	-2.1	1	3	0.3	1	-0.3	i	-4.0
Cc1ccc2cc(/C=C(\C#N)C(N)=O)c(N3CCCCC3)nc2c1	4.9	-2.6	10	12	0.1	-9	1.0	-0.8	.
Cc1cc2c(cc(C(=O)OC(C)C(=O)NCc3ccc(F)cc3)n2C)o1 (stereo not drawn)	.	-1.1	18	6	0.7	1	-1.9	5.0	-0.6
CCO[C@H]1OC(C(=O)N2CCN(C)CC2)=C[C@@H](c2ccc(Br)cc2)[C@@H]1CCCO	-2.4	-3.2	-12	-15	-0.1&-4.8	2	-0.7	i	1.8&0.3
CC1CC(C)CN(C(=O)C2CCN(S(=O)(=O)c3c(Cl)cccc3Cl)CC2)C1 (stereo not drawn)	0.2	1.2	45	-1	1.1	3	-1.6	4.5	-0.3
C=CCSc1[nH]c(=O)cc(C)c1C(N)=O	0.6	-5.2	6	10	.	-1	-0.8	-0.2	-0.8
Cc1cc(N2CCN(C(=O)c3ccco3)CC2)n2ncc(-c3ccccc3)c2n1	1.3	-1.8	18	14	.	2	-1.2	i	10
COc1cccc(CNC(=O)CCC2CCCN(C(=O)c3cccc4c(C)c(C)[nH]c34)C2)c1 (stereo not drawn)	-1.3	-1.7	-1	3	1.2	3	0.1	-1.4	.
CCn1c(=O)c(=O)[nH]c2cc(C(=O)NC(C)c3ccc(S(N)(=O)=O)cc3)ccc21 (stereo not drawn)	-0.5	-4.8	-9	7	0.1	4	-0.8	i	9.1
CC1(C(=O)N2CC3(CC(c4cccc(NC(=O)COc5ccc(Cl)cc5)c4)=NO3)C[C@@H]2C(N)=O)CC1 (stereo partly drawn)	2.5	-5.3	6	-8	1.4	0	-1.2	-0.6	1.3
COC(=O)C1CN(S(=O)(=O)c2ccccc2)CCN1S(=O)(=O)c1ccccc1 (stereo not drawn)	3.1	-0.1	-4	10	.	0	-0.9	-0.3	-3.7
Cc1cc(C)c(OCC(=O)Nc2ccccn2)c([N+](=O)[O-])c1	-0.6	-0.2	4	1	.	-2	0.4	-0.6	-0.6
Cc1ccc(N=Nc2c(C)[nH]n(-c3ccccc3)c2=O)c(C)c1	2.6	-3.6	2	-11	0.2	-3	-0.2	-1.2	.
CC(C)(C)OC(=O)N1CCN(C(=O)[C@H](Cc2ccc(O)cc2)n2cc(CCO)nn2)CC1	1.8	-2.9	11	-3	-0.3	-4	0.8	i	-0.8
CNCC(O)C(O)C(O)C(O)CO (stereo not drawn)	2.9	-2.0	-10	-2	1.0	0	-0.8	0.5	-2.0
Cn1c(O)c(/C=C2\C=NN=C2c2ccccc2)sc1=S	1.6	-0.6	-8	21	-0.1	-2	-0.7	0.0	.
O=C(N/N=C/c1ccc(OC(=O)c2ccc([N+](=O)[O-])cc2)cc1)c1cccnc1	0.5	-2.1	-1	2	-0.5	-1	-1.6	i	-0.6
COc1ccccc1NS(=O)(=O)c1cc2c3c(c1)CC(=O)N3CCC2	1.0	-3.8	2	-13	1.0	-4	0.0	-0.4	0.5
Cc1ccc(S(=O)(=O)/N=C/N(C)C)cc1	.	-3.3	-2	8	.	2	-1.3	-0.7	0.1
O=Cc1cn(-c2ccccc2)nc1-c1cc2ccccc2oc1=O	-2.1	-2.6	-10	-3	.	5	-1.5	i	-3.1
Cc1nc([N+](=O)[O-])c(Sc2nc3ccccc3n2C)n1Cc1ccccc1	0.3	1.8	-13	14	1.2	2	-0.6	0.6	4.0
COc1ccc(C(=O)Oc2ccc(/C=N/NC(=O)Cc3ccc([N+](=O)[O-])cc3)cc2)cc1	1.9	0.9	-7	5	.	0	0.3	-0.2	.
CC(=O)N1CCN(c2ccc(NC(=O)c3ccc4c(c3)OCCO4)cc2)CC1	0.6	-0.1	4	12	1.4	1	-0.3	i	.
CCC(/C=N/Nc1ccc(S(=O)(=O)N2CCCC2)cc1[N+](=O)[O-])CC	1.7	-2.7	-2	-11	1.1	0	-0.4	-0.4	0.0
Cc1oc2ccc(O)cc2c1C(=O)c1ccc(Cl)cc1	1.0	-1.2	21	3	.	-2	2.3	i	-0.1
COc1ccc(-c2cc3n(n2)CCc2nc4ccccc4n2-3)cc1	-4.1	-12	26	-3	.	-3	0.1	-0.3	-1.9
O=C(c1cc2ccccc2oc1=O)N1CCN(C(=O)C2CCCO2)CC1 (stereo not drawn)	-1.7	1.6	-3	5	-1.3	3	0.7	0.6	-4.0
Nc1c(-c2ccc(Cl)cc2)cnc2c(-c3ccc(F)cc3)cnn12	1.6	3.0	6	2	0.7	9	-2.4	-0.6	-2.5
Cn1cc([N+](=O)[O-])c(C(=O)NC2CCCCCC2)n1	-1.8	.	5	2	-1.9	-2	0.2	-0.3	-0.5
Cc1onc(C(=O)NCc2cccs2)c1[N+](=O)[O-]	4.5	-2.1	3	-2	0.4	0	0.5	-0.3	.
O=C(Cc1c(F)cccc1Cl)Nc1cccnc1	-2.4	-0.1	3	1	2.8	-2	-0.9	-0.4	6.6
COc1ccc(CNC(=O)[C@H](Cc2c[nH]c3ccccc23)NC(=O)[C@@H]2Cc3ccccc3CN2)cc1	-0.6	-0.9	1	1	0.9	4	-0.4	-0.8	0.6
O=C(O)c1ccc(COc2ccc3ccccc3c2/C=C2/NC(=O)N(Cc3ccc(F)cc3)C2=O)cc1	.	-1.8	0	3	0.6	0	0.6	i	.
CN(Cc1ccno1)Cc1cn(Cc2ccccc2)nc1-c1ccc2c(c1)OCO2	-1.8	-1.7	6	5	0.6	1	-0.1	0.2	.
c1ccc(N2CCN(c3ncnc4c3oc3ccccc34)CC2)cc1	1.6	-1.0	28	-4	.	3	0.2	i	-0.1
CCCc1ccc(NC(=O)C2CCN(c3cnccn3)CC2)cc1	-0.4	1.1	-1	10	0.7	9	-0.5	i	-2.3
CC1CCN(C(=O)COC(=O)c2ccc(=O)n(Cc3ccccc3)n2)CC1	4.9	-1.2	-9	9	0.7	2	-0.3	-1.0	0.0
CC1CC(C)CN(CCCNC(=O)c2ccc3c(c2)NC(=O)C(N2CCCCC2)S3)C1 (stereo not drawn)	0.4	-0.8	11	-4	.	2	-0.5	-1.1	.
O=C(CN1C(=O)COc2ccccc21)NCCCN1CCN(c2ccccc2F)CC1	3.4	-1.8	-2	13	2.3	-1	-1.2	i	-2.3
CN(C)c1ccc(C(=S)N2CCOCC2)cc1Br	1.0	-2.5	3	2	.	3	1.4	i	-1.1
O=c1[nH]cccc1-c1nc2ccccc2n1Cc1ccc(F)cc1	0.1	-1.9	-1	14	0.4	173*	-1.5	-1.0	-0.8
COc1ccccc1S(=O)(=O)Cc1ccc(C(=O)NC2CCCCC2)o1	-1.3	0.4	1	6	.	3	-1.6	-0.3	.
COc1cc([N+](=O)[O-])cc([N+](=O)[O-])c1NC(=O)N1CCOCC1	-0.1	.	1	4	0.4	-3	0.3	-0.1	.
Nc1nnc(SCC(=O)NCCNC(=O)CSc2nnc(N)s2)s1	2.1	-3.9	-3	-3	-0.9	-1	-0.1	i	-0.7
C[C@]12CCC(=O)C=C1[C@H](O)C[C@@H]1[C@@H]2[C@@H](O)C[C@@]2(C)[C@H]1CC[C@]2(O)C(=O)CO	3.6	0.0	-1	11	0.0	6	0.2	i	0.0
COc1ccc(C)cc1NC(=O)CN1CCN(S(=O)(=O)c2ccc(Cl)cc2)CC1	-0.8	-4.3	13	-6	.	-5	-0.8	i	-1.2
OC[C@H](O)[C@H](O)[C@@H](O)[C@@H](O)[C@@H]1SC(c2ccccc2)=NN1c1ccccc1	0.1	-3.5	-9	4	2.1	4	0.0	i	4.2
C/C(Cn1cnc([N+](=O)[O-])n1)=N\NC(=O)c1ccccc1F	-2.7	-0.8	-2	-3	.	-3	0.2	i	-1.2
CC(C)CC(=O)N(c1nnc(-c2cccnc2)s1)C1CCCC1	2.2	-1.2	10	11	-0.1	0	-1.5	-0.4	1.1
CCCCOc1ccc(C(=O)N/N=C/c2cn[nH]c2-c2ccc(OC)c(OC)c2)cc1	0.4	-8.1	18	16	-1.8	0	-0.9	-3.1	-0.9
Cc1nc(SCc2ccccc2C#N)n[nH]1	-0.5	0.3	4	-6	0.6	1	-0.9	i	-3.5
CCOC(=O)C1C(C(=O)OC)=C(c2ccc(OC)cc2)c2ccc(OC)cc2N1S(=O)(=O)C(F)(F)F (stereo not drawn)	.	-0.5	41	8	.	3	4.1	i	5.6
COc1cc(CN2CCN(Cc3ccc(C)cc3)C(CCO)C2)ccc1O (stereo not drawn)	1.8	-0.8	7	-1	0.7	2	-0.4	i	.

An excerpt of these results, with values under each structure:
The line under a structure holds: UGM FP inh | FadD28 binding | Yp Topo-I inh | GDH-TPI counter | TcdB inh | FBA Mtb inh | PfHsp40 rescue | BH1578 lux ind | Mtb BioA inh
COc1ccc(CNC(=O)[C@H](Cc2c[nH]c3ccccc23)NC(=O)[C@@H]2Cc3ccccc3CN2)cc1
→ -0.6 | -0.9 | 1 | 1 | 0.9 | 4 | -0.4 | -0.8 | 0.6
O=C(O)c1ccc(COc2ccc3ccccc3c2/C=C2/NC(=O)N(Cc3ccc(F)cc3)C2=O)cc1
→ . | -1.8 | 0 | 3 | 0.6 | 0 | 0.6 | i | .
CN(Cc1ccno1)Cc1cn(Cc2ccccc2)nc1-c1ccc2c(c1)OCO2
→ -1.8 | -1.7 | 6 | 5 | 0.6 | 1 | -0.1 | 0.2 | .
c1ccc(N2CCN(c3ncnc4c3oc3ccccc34)CC2)cc1
→ 1.6 | -1.0 | 28 | -4 | . | 3 | 0.2 | i | -0.1
CCCc1ccc(NC(=O)C2CCN(c3cnccn3)CC2)cc1
→ -0.4 | 1.1 | -1 | 10 | 0.7 | 9 | -0.5 | i | -2.3
CC1CCN(C(=O)COC(=O)c2ccc(=O)n(Cc3ccccc3)n2)CC1
→ 4.9 | -1.2 | -9 | 9 | 0.7 | 2 | -0.3 | -1.0 | 0.0

Source: PubChem BioAssay
